Bioassay records from PubChem.
RmlCD inh 1536: M. tuberculosis RmlC/RmlD coupled enzyme inhibitors, primary screen, biochemical, compound mixtures, 384-well, from 1536-well plates | RmlC+RmlD coupled enzyme assay, percent inhibition; primary screen in compound mixtures | inhibition, % at 3.6 µM | 0.03% of 160,000 active; in the data active = inhibition mostly above about 34%, no sharp cut-off; inconclusive = no clear call, values can overlap the other calls; inactive = mostly below about 22%; also: some results filed as inactive read as strong as hits
Target sequence (P9WH09 whole entry, looked up): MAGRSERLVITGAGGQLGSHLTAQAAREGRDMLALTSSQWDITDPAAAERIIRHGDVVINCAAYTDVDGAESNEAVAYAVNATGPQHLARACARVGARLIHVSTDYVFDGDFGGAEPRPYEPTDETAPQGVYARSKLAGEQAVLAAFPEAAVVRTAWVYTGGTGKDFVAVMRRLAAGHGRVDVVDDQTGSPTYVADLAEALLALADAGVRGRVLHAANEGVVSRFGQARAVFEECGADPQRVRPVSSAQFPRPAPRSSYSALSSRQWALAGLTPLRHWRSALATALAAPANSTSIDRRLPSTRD
Target sequence (P9WH11 whole entry, looked up): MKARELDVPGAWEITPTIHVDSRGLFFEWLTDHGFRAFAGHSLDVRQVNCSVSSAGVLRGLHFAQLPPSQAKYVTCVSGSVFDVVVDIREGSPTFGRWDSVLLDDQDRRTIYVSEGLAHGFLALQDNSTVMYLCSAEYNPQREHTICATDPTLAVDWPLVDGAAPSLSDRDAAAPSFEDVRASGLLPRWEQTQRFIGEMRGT
GlmU inhibition: inhibition of mycobacterial GlmU enzyme – biochemical, glucosamine-1-phosphate acetyltransferase (AID 1376); inhibition, %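 (tested at 30 µM in the primary screen)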, or IC50 in µM where a hit was titrated; 0.25% of 220,000 active; M. tuberculosis GlmU acetyltransferase enzyme assay; higher % means a stronger effect; in the data active = inhibition above about 13%; inconclusive = no clear call, values can overlap the other calls;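 also: 0% = complete reaction with vehicle and 100% = reaction without substrate; strong numbers were not always called active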
Starred values were filed as active, the others as inactive; ? = inconclusive; . = no result given. A portion of the library; rates above refer to the full screens.

SMILES	RmlCD inh 1536	GlmU inhibition
CC1(C)O[C@H]2OC([C@H](O)CON3C(=O)c4ccccc4C3=O)[C@H](O)[C@H]2O1 (stereo partly specified)	.	2.8%
Brc1ccc(-c2noc(CCc3ccccc3)n2)o1	-3	-0.3%
Fc1ccc(CSc2nnc(-c3ccco3)o2)cc1	11	-5.1%
FC(F)Oc1ccc(-c2csc(NNC3=NCCCCC3)n2)cc1	10	-4.4%
Cc1ccc(CNC(=O)C2CCN(S(=O)(=O)c3c(C)noc3/C=C/c3ccco3)CC2)cc1	-4	-2.5%
COc1cccc(C2C(C#N)=C(N)Oc3cc(C)n(Cc4ccco4)c(=O)c32)c1 (stereo unspecified)	-8	2.1%
CCCc1cc(=O)[nH]c(SCC(=O)N(C)CC(=O)Nc2ccc(C)cc2)n1	.	-3.0%
O=C(O)c1ccccc1-c1ccccc1C(=O)Nc1nc2ccccc2s1	.	-6.3%
CC(C)(C)CC(=O)Nc1nnc(SCC(=O)NCc2cccs2)s1	-2	0.9%
Cn1c(=NC(=O)c2ccc(S(=O)(=O)N3CCCc4ccccc43)cc2)sc2cc(S(C)(=O)=O)ccc21	.	-4.3%
NC1=NC[C@H](c2ccccc2)N1CC1CCCCC1	.	-5.1%
Cc1nnc(NC(=O)c2ccc(C)c(S(=O)(=O)N3CCOCC3)c2)s1	1	-0.9%
Cc1ccc(C)c(OCCSc2nnc(C)c(=O)[nH]2)c1	4	2.0%
Cc1nnsc1-c1c(C(=O)N2CCOCC2)c(C)nn1-c1ccc(Cl)cc1	12	-2.6%
O=C(CSc1nnc(-c2ccccc2Br)o1)N1CCN(C(=O)c2ccco2)CC1	9	5.1%
COc1ccc(C(=O)Nc2cc(C(F)(F)F)ccc2-n2cncn2)cc1	7	.
CCOc1ccccc1OCCn1ncc2ccc(OC)c(OC)c2c1=O	3	-6.8%
Cn1nc([N+](=O)[O-])nc1Sc1cccc2cccnc12	12	2.8%
Cc1ccccc1N(CC(=O)Nc1ccc(S(=O)(=O)N2CCOCC2)cc1)S(C)(=O)=O	.	-4.0%
CC(=O)Nc1ccc(S(=O)(=O)N(C)CC(=O)N/N=C/c2cccc(O)c2)cc1	-10	3.8%
COc1cccc(/C=N/NC(=O)c2cnccn2)c1O	-15	-5.7%
Cc1nc(Nc2ccccc2)sc1C(=O)c1ccccc1	5	1.3%
O=C1CC(N(O)C2CC(=O)N(Cc3ccccc3)C2=O)C(=O)N1Cc1ccccc1 (stereo unspecified)	.	6.9%
O=C(C1CCN(C2CCN(Cc3cccc4c3OCO4)CC2)CC1)N1CCOCC1	2	0.8%
COc1cc(-c2n[nH]c(=O)o2)cc(OC)c1OC	4	2.2%

Structures listed so far that contain bromine, in the order listed:
SMILES	RmlCD inh 1536	GlmU inhibition
Brc1ccc(-c2noc(CCc3ccccc3)n2)o1	-3	-0.3%
O=C(CSc1nnc(-c2ccccc2Br)o1)N1CCN(C(=O)c2ccco2)CC1	9	5.1%

Later entries
SMILES	RmlCD inh 1536	GlmU inhibition
O=C1Oc2ccccc2C(=O)/C1=C\N1CCN(c2ccccc2)CC1	2	1.9%
O=[N+]([O-])c1ccc2c(c1)N([O-])C1(CCCCC1)[N+]2=O	16	8.4%
O=C(CSc1nc(-c2ccc(F)cc2)nc2c1Cc1ccccc1O2)Nc1cccc(C(=O)O)c1	-1	0.1%
Cn1nc(-c2ccc(Cl)cc2)c2cc(C(=O)N3CCN(c4ccccn4)CC3)sc21	6	1.4%
CCCSc1nnc2c(n1)OC(c1cccn1C)N(C(C)=O)c1ccccc1-2 (stereo unspecified)	-7	-4.6%
CCOc1ccc(NC(=O)Cn2cncc2-c2ccc([N+](=O)[O-])cc2)cc1	-10	-3.8%
CC(Sc1nc2c([nH]c3ccccc32)c(=O)n1C)c1ccccc1 (stereo unspecified)	0	-1.6%
O=C(NC1(C(F)(F)F)C(=O)Nc2c1c(=O)[nH]c(=O)n2-c1ccc(F)cc1)c1cccnc1 (stereo unspecified)	7	-2.4%
C/C(=N\Nc1cc(C)nc(-c2ccccc2O)n1)c1ccccc1O	.	5.3%
Cc1nc(N2CCC(C)CC2)c2c(C)c(C(=O)Nc3cc(F)ccc3C)sc2n1	-2	-2.1%
CCOc1cc(NS(=O)(=O)CC)c(OCC)cc1NC(=O)c1ccco1	8	-2.4%
Cc1cc(C)n2c(=S)[nH]nc2n1	-6	6.1%
CC(=O)OC1C(OC(C)=O)N(C(C)=O)C(=O)N1C(C)=O (stereo unspecified)	.	-2.5%
OC(COc1ccc2ccccc2c1)Cn1ccnc1 (stereo unspecified)	.	-0.7%
Nc1nc(SCc2ccc([N+](=O)[O-])cc2)nc2nc3c(cc12)CCCC3	-8	-3.2%
Cc1ccc(C2(CC(=O)Nc3nccs3)CCOC(C(C)C)C2)cc1 (stereo unspecified)	-9	1.0%
COc1ccccc1CNCc1cccc(Oc2ccccc2)c1	8	6.4%
CCN(CC)C(=O)CSC1=C(C#N)C(c2ccco2)C(C(=O)OCCOC)=C(C)N1 (stereo unspecified)	.	5.2%
Cc1ccc(S(=O)(=O)NC(Cc2ccccc2)C(=O)O)cc1 (stereo unspecified)	-1	0.2%
CCOC(=O)CCCn1nc(C)n2c(cc3sccc32)c1=O	.	2.5%
COc1ccccc1-n1c(Cc2cccs2)n[nH]c1=S	-12	3.0%
O=C(O)CCCC(=O)Nc1ccc(OCc2nc3ccccc3s2)cc1	.	4.6%
Cc1ccc(C)c(-n2cc(CN3CCNC(=O)CC3)c(-c3ccccc3)n2)c1	-13	5.8%
COC(=O)c1[nH]c2c(c1C)C(=O)CC(c1ccc(C)cc1)C2 (stereo unspecified)	9	-9.0%
O=C(O)COc1c(F)c(F)c(C(F)(F)F)c(F)c1F	20	6.9%

Compounds shown so far that contain fluorine (seven):
SMILES	RmlCD inh 1536	GlmU inhibition
Fc1ccc(CSc2nnc(-c3ccco3)o2)cc1	11	-5.1%
FC(F)Oc1ccc(-c2csc(NNC3=NCCCCC3)n2)cc1	10	-4.4%
COc1ccc(C(=O)Nc2cc(C(F)(F)F)ccc2-n2cncn2)cc1	7	.
O=C(CSc1nc(-c2ccc(F)cc2)nc2c1Cc1ccccc1O2)Nc1cccc(C(=O)O)c1	-1	0.1%
O=C(NC1(C(F)(F)F)C(=O)Nc2c1c(=O)[nH]c(=O)n2-c1ccc(F)cc1)c1cccnc1 (stereo unspecified)	7	-2.4%
Cc1nc(N2CCC(C)CC2)c2c(C)c(C(=O)Nc3cc(F)ccc3C)sc2n1	-2	-2.1%
O=C(O)COc1c(F)c(F)c(C(F)(F)F)c(F)c1F	20	6.9%

Gathered by group, the entries above with a Cl atom (2)
SMILES	RmlCD inh 1536	GlmU inhibition
Cc1nnsc1-c1c(C(=O)N2CCOCC2)c(C)nn1-c1ccc(Cl)cc1	12	-2.6%
Cn1nc(-c2ccc(Cl)cc2)c2cc(C(=O)N3CCN(c4ccccn4)CC3)sc21	6	1.4%

Next part:
SMILES	RmlCD inh 1536	GlmU inhibition
COc1cc(NCCCC(C)N)c2ncccc2c1 (stereo unspecified)	2	2.1%
COc1ccc(C)cc1NC(=O)C(OC(=O)CNC(=O)c1ccc(Br)cc1)c1ccccc1 (stereo unspecified)	-3	-4.6%
COc1cc2c(cc1NC(=O)c1cc(-c3ccncc3)nc3ccc(C)cc13)oc1ccccc12	-1	4.4%
COc1ccc(F)cc1C(=O)C1CCCN(C(=O)c2ocnc2C)C1 (stereo unspecified)	-9	5.5%
CS(=O)(=O)c1ccc(C(=O)NCc2ccc(F)cc2)cc1	10	4.9%
O=C(c1ccccc1C(=O)N1CCN(c2ccccc2)CC1)N1CCN(c2ccccc2)CC1	12	6.0%
COc1ccc(-c2nnc(SCC(=O)NC(C)c3ccccc3)o2)cc1OC (stereo unspecified)	17	-0.6%
CCc1cc2cccc(C)c2nc1SCC(=O)c1ccc(NC(C)=O)cc1	9	-5.9%
Cn1c(SCC2CCCO2)nnc1-c1ccncc1 (stereo unspecified)	5	2.0%
Cc1cc(C)n(-c2ncc(C#N)cn2)n1	1	1.3%
CSc1nnc(CSCc2ccc(Cl)cc2Cl)n1-c1ccccc1	8	-3.8%
CC(=O)c1cccc(NS(=O)(=O)c2ccc3c(c2)oc(=O)n3C)c1	6	0.7%
Cc1onc(-c2ccccc2Cl)c1C(=O)Nc1ccc(S(=O)(=O)N2CCCC2)cc1	5	1.9%
O=C(NCc1ccccn1)C1CCN(C(=O)c2cc3sccc3n2Cc2ccc(F)cc2)CC1	-6	-0.2%
COc1ccc2[nH]c(C)c(CN3CCC(C)CC3)c(=O)c2c1	-7	-4.7%
O=[N+]([O-])c1cc(Cl)ccc1Oc1ccc(-c2nnco2)cc1	.	-2.4%
Cc1ccc(S(=O)(=O)N(C)C)cc1NC(=O)c1c(-c2c(F)cccc2Cl)noc1C	9	-0.7%
CCOC(=O)N1CCC(N2CCCC(C(=O)c3cc(C)c(OC)c(C)c3)C2)CC1 (stereo unspecified)	.	4.5%
CCCNC(=O)NC(=O)CSc1nc(C)cs1	9	-1.0%
CCOC(=O)COc1cccc2c(=O)n(CC(=O)N3CCCc4ccccc43)ccc12	-9	0.9%
COc1ccc2[nH]c3ccc(OC)cc3c2c1	?	-2.5%
COc1ccc(C(CNC(=O)Cc2c(F)cccc2Cl)N2CCCCC2)cc1 (stereo unspecified)	1	6.1%
Cc1onc(-c2ccccc2)c1C(=O)N/N=C/c1cccc(O)c1	0	-5.1%
Cc1ccc(NC(=O)C(C)N2CCCC2)cc1Cl (stereo unspecified)	-14	-6.5%
COc1ccc(Nc2nc3nonc3nc2N2CCCCC2)cc1	-9	2.4%
SMILES	RmlCD inh 1536	GlmU inhibition
O=C1c2ccccc2C(Nc2ccc(S(=O)(=O)N3CCOCC3)cc2)N1Cc1ccco1 (stereo unspecified)	-9	-2.9%
COc1ccc(CCNC(=O)c2cc(-c3cc(C)ccc3O)n[nH]2)cc1OC	.	1.3%
O=c1[nH]c2ccsc2c(=O)n1-c1ccc(F)cc1	-12	-0.6%
COc1ccc(C(=O)NNC(=S)NC(=O)C(C)(C)C)cc1	16	3.3%
CC1CN(C(=O)COC(=O)[C@@H]2CC(O)CN2S(=O)(=O)c2ccc3c(c2)OCCO3)CC(C)O1 (stereo partly specified)	-1	0.8%
O=C(c1cc2ccccc2oc1=O)N1CCN(C(=O)C2CCCO2)CC1 (stereo unspecified)	.	-0.9%
c1cnc(SCCOc2ccc3c(c2)CCC3)nc1	.	-4.8%
Cc1cc(C)cc(OCC(=O)O/N=C(\N)c2cccnc2)c1	3	0.6%
COc1cc(/C=N/NC(=O)c2sc(N)c(C#N)c2C)cc(Br)c1O	-11	.
CC(C)c1nnc(NC(=O)CCC(=O)NCc2ccco2)s1	6	6.4%
CN1CCN(NC(=O)c2cccc(F)c2)CC1	10	3.5%
Cn1c(=O)c2nc3ccccc3nc2n(C)c1=O	5	-1.4%
O=C(CSc1ncnc2c1cnn2-c1ccc(Cl)cc1)NCc1ccc2c(c1)OCO2	-4	-1.8%
O=C(CCN1CCOCC1)c1ccc(Br)cc1	-1	3.5%
O=c1c2ccccc2nc2c3ccccc3c(Cl)nn12	1	8.0%
Cc1cc(SCC(=O)OCC(=O)NCC2CCCO2)c(C)cc1Br (stereo unspecified)	5	7.3%
O=[N+]([O-])c1ccc(N/N=C2\CC3CC=CC23)c([N+](=O)[O-])c1 (stereo unspecified)	3	-0.4%
C/C(=N\NC(N)=O)c1ccccc1Cl	-9	-3.8%
O=C(c1ccccc1)c1ccc(N2CCCC2)cc1	7	-1.6%
COC(=O)c1ccccc1NC(=O)c1cc2nc(C3CC3)cc(C(F)(F)F)n2n1	.	6.8%
C=CCn1c(Cc2csc(N)n2)nnc1SCC(=O)Nc1ccccc1C(F)(F)F	-1	0.9%
CC1C=CCC2C(=O)N(c3ccc(Cl)cc3O)C(=O)C12 (stereo unspecified)	-8	-1.6%
OCCC1CN(Cc2cnc(-c3cccc4ccccc34)nc2)CCN1C1CCCCC1 (stereo unspecified)	-9	2.0%
Cn1c(=O)c2c(nc(CN3CCc4ccccc4C3)n2Cc2ccccc2F)n(C)c1=O	11	-0.6%
O=C(c1ccccc1F)N1CCN(c2ncccn2)CC1	-10	-0.8%
SMILES	RmlCD inh 1536	GlmU inhibition
CCOC(=O)c1cc(C#N)c(Oc2ccccc2)nc1-c1ccccc1	39	-0.5%
C=CCN1C(=O)S/C(=C\c2ccc(N3CCOCC3)cc2C)C1=O	.	-0.6%
COc1cccc(C(=O)COC(=O)c2ccc(NC(=O)c3ccccc3)cc2)c1	.	1.4%
CCCCCn1c(=O)[nH]c2cc(C(=O)N3CCN(CC)CC3)ccc2c1=O	7	5.1%
Cc1ccc(-c2ccc(/C=N/NC(=S)Nc3ccccc3)o2)cc1[N+](=O)[O-]	.	-4.8%
Cn1c(=O)c2c(nc(NCc3ccco3)n2C)n(C)c1=O	11	1.1%
COc1cc2[nH]c(=O)n(Cc3ccc(C(=O)NCCCN4CCC(C)CC4)cc3)c(=O)c2cc1OC	-3	-3.1%
CC(C)NC(=O)NC(=O)COC(=O)C1CCCN1C(=O)c1cccs1 (stereo unspecified)	1	1.2%
CCCSc1n[nH]c(NC(C)=O)n1	7	2.1%
